# High-throughput results as filed in PubChem BioAssay.
# CHT PAM: allosteric activators of human choline transporter CHT; Q9GZV3; CHT-expressing cells, membrane potential dye, choline EC20; active compounds read high; LV-AA mutant CHT in HEK293 cells; B-score at 10 µM; 310,000 compounds, 0.49% hits;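 active = initial fluorescence not abnormally high and integrated response B-score, plate-corrected, over 3 SD above library mean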
# Target sequence (Q9GZV3 whole entry, looked up): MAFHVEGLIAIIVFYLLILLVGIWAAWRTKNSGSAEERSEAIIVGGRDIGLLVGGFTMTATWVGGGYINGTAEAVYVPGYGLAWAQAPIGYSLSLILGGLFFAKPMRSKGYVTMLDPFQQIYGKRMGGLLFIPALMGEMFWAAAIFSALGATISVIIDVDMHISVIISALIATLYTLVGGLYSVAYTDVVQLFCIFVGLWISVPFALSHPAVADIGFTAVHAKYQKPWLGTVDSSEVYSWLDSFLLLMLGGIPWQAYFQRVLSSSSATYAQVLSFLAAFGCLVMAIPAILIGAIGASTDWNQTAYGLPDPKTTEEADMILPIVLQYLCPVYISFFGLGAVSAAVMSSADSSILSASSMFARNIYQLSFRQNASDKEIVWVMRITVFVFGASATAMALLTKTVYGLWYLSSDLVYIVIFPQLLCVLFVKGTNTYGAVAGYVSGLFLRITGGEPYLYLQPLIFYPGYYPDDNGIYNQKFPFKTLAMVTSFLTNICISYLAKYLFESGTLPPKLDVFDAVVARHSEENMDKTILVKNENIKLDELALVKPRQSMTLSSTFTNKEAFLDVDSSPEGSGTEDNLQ
# CHT block: human CHT choline transport inhibition | CHT-expressing cells, membrane potential dye, choline response; active compounds read low | 310,000 compounds, 0.86% hits | AID 488975 | B-score at 10 µM | Q9GZV3;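 active = B-score over 3 SD under the library average, and starting fluorescence ratio not unusually high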;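 note: choline stimulus applied at its EC90 after an EC20 pre-addition; B-score computed on integrated fluorescence ratio after choline addition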
# STK33 inh: blocks human STK33 kinase activity. purified STK33, MBP phosphorylation, ADP-Glo luminescence. inhibition, % at 10 µM. 320,000 compounds, 0.073% hits. AID 2661;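 active = inhibition at or above 25%, using the most active replicate where run in duplicate; inactive = inhibition below 25%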
# Target sequence (Q9BYT3 whole entry, looked up): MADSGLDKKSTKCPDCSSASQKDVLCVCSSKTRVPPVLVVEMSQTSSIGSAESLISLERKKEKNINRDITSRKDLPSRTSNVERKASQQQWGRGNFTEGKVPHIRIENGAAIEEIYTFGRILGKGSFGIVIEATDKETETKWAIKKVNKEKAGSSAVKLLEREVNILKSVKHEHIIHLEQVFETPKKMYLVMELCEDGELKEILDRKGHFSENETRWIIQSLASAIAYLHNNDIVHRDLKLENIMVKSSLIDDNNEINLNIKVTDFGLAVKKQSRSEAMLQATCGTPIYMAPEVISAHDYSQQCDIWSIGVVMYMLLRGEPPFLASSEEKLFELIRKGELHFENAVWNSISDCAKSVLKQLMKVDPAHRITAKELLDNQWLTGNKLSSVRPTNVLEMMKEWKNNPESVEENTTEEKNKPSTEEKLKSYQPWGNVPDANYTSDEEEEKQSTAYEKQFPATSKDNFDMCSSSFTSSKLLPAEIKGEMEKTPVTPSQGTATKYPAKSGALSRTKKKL
# Active calls of the source: *; i = inactive; / = not tested or not shown. Compounds as they come. Share with any hit: about 1.5%.
Structure | CHT PAM | CHT block | STK33 inh
COc1ccc(C(=O)Nc2nncs2)cc1S(=O)(=O)N1CC(c2ccccc2)CC1=O (stereo not given) | i | i | -1.2
CCCCc1ccc(-c2csc(/C(C#N)=C\c3ccco3)n2)cc1 | i | i | 1.1
Cc1cc(C(F)(F)F)nn1Cc1n[nH]c(=S)n1-c1ccc(F)cc1 | i | i | -0.5
O=C(CN1CCN(Cc2ccccc2)CC1)NCc1ccccc1Cl | i | i | 0.0
O=c1[nH]nc(-c2ccc(F)cc2)cc1Cc1ccc(F)cc1 | i | i | -1.5
COc1ccc2c(c1OC)C(=O)N(c1cccc(C)c1)C2=O | i | i | -0.5
Cc1c(O)ccc(NS(=O)(=O)c2ccccc2)c1C | i | i | -0.6
O=C1OCC2=C1C(c1ccc(F)cc1)CC(=O)N2c1ccc(F)cc1 (stereo not given) | i | i | -2.8
Cc1ccccc1NC(=O)CSc1nnc2ccc(-c3ccncc3)nn12 | i | i | 1.6
N#Cc1c(NC(=O)c2cnccn2)sc2c1CCCC2 | i | i | 2.2

# Other results.
Structure | CHT PAM | CHT block | STK33 inh
O=C(NCCN1CCOCC1)c1ccc2c(c1)N(Cc1ccccc1F)C(=O)CS2 | i | i | -0.4
Fc1ccc(C2CCCN2Cc2nc(Cc3ccccc3)no2)cc1 (stereo not given) | i | i | -2.5
Cc1ccc(Cn2c(=N)n(CC(=O)c3ccc([N+](=O)[O-])cc3)c3ccccc32)cc1 | i | i | -0.2
Cc1cccc(-n2cc(-c3ccccc3)[nH]c2=S)c1 | i | i | -1.4
Cc1ccc(OCCC(=O)OCC(=O)Nc2ccc3[nH]c(=O)[nH]c3c2)cc1 | i | i | -0.4
O=C(NCCN1CCOC1=O)C1CCC(=O)N(CCc2ccc(Cl)cc2)C1 (stereo not given) | i | i | -0.4
COc1ccc(-c2cccc(NS(=O)(=O)c3cccc([N+](=O)[O-])c3)c2)nn1 | i | i | /
O=S(=O)(Nc1nc2ccccc2nc1Nc1ccc2c(c1)OCO2)c1ccc(F)cc1 | i | i | /
Cc1cc(C)c(C(=O)COC(=O)c2cccc(S(=O)(=O)NCc3ccccc3)c2)cc1C | i | i | -1.2
Cc1cc[n+]2cc(-c3cccc([N+](=O)[O-])c3)c(-c3cccc([N+](=O)[O-])c3)cc2c1 | 7* | i | -1.2

# (continued)
Structure | CHT PAM | CHT block | STK33 inh
COc1ccccc1C1(O)CCN(CC(=O)Nc2c(C)nn(C)c2C)CC1 | i | i | 0.1
CCOc1ccc(S(=O)(=O)Nc2ccc3c(c2)OCO3)cc1 | i | i | -0.3
CCS(=O)(=O)N1CCC(C(=O)Oc2ccc(Cl)cc2)CC1 | i | i | /
CC1=C(C(=O)Nc2ccccc2C)C(c2ccc(C)o2)N2C(=O)CSC2=N1 (stereo not given) | i | i | -1.4
CCc1nc(OCc2ccccc2)c2sc3nc4c(cc3c2n1)COC(C)(C)C4 | i | i | /
CC(C)(C)CC(=O)Nc1nnc(CCc2ccccc2)s1 | i | i | -1.0
Cn1c(O)c(N=NC(=O)CNC(=O)c2ccccc2)c2cc(Br)ccc21 | i | i | -0.9
O=C(NC1CCCCCCC1)c1ccc(F)cc1 | i | i | -0.8
N#CC(C(=O)NCCc1ccccc1)c1nc2ccccc2nc1N1CCCCC1 (stereo not given) | i | i | -1.7
CCCN(CCC)c1ccc(C(O)c2nnc(-c3ccccc3)o2)cc1 (stereo not given) | i | i | 0.5

# Next section
Structure | CHT PAM | CHT block | STK33 inh
COC(=O)C1CCN(C(=O)NC(C)(C)C)CC1 | i | i | -0.4
COc1cccc(-c2nn(-c3ccccc3)cc2CN(C)Cc2ccon2)c1 | i | i | 0.7
Oc1[nH]c2ccc(Br)cc2c1N=Nc1nn[nH]n1 | i | i | 3.1
Cn1cc(C(=O)NCC2COc3ccccc3O2)c(=O)c2cc(S(=O)(=O)N3CCCCC3)ccc21 (stereo not given) | i | i | 2.0
COc1ccc(O)c(CN2CCN(C/C=C/c3ccccc3)CC2)c1 | i | i | -1.4
CCOC(=O)c1ccc(NC(=S)N(CCCN2CCN(CC)CC2)Cc2cccs2)cc1 | i | i | -0.7
CC(C)C(C(=O)OCC(=O)c1ccccc1)N1C(=O)C2C3C=CC(C3)C2C1=O (stereo not given) | i | i | -0.4
COc1cccc2c1OC1(C)CC2NC(=O)N1Cc1ccccc1 (stereo not given) | i | i | 0.0
CN(C)CCNC(=O)Nc1ccc(Cl)c(Cl)c1 | i | i | 0.5
Cc1ccccc1NC(=O)Nc1cccs1 | i | i | 0.3

# The results go on:
Structure | CHT PAM | CHT block | STK33 inh
Cc1csc(Sc2ccc([N+](=O)[O-])cc2C(=O)OCC(=O)NC2CCCC(C)C2C)n1 (stereo not given) | i | i | 0.3
CCn1c(SCC(=O)Nc2cc(C)on2)nnc1-c1c[nH]c2ccccc12 | i | i | -1.0
CCN(CC(=O)Nc1c(F)cccc1F)C(=O)CCSc1ccc(F)cc1 | i | i | -3.4
CC1(C)CC(=O)C=C(NCC(=O)O)C1 | i | i | 0.2
Cc1ccccc1OCCC(=O)Nc1cccc(S(=O)(=O)Nc2ccccc2Cl)c1 | i | i | 0.0
COC(=O)Cn1cc(/C=C/[N+](=O)[O-])c2ccccc21 | i | i | 1.5
CN(C)c1nc(SCc2ccccc2)nc(N2CCOCC2)n1 | i | i | -0.4
CC(=O)C1=C(O)C(=O)N(c2ccc(Br)cc2)C1c1cccc(F)c1 (stereo not given) | i | i | -1.3
O=C(NNC(=O)C1CCCCC1)c1ccncc1 | i | i | -0.6
CC(C)Cn1c(-c2ccco2)n[nH]c1=S | i | i | -0.3

# The list continues:
Structure | CHT PAM | CHT block | STK33 inh
O=C(O)CCCN1C(=O)c2ccccc2Sc2ncccc21 | i | i | -1.1
CCCCN(C)C(=O)c1coc(=O)c2ccccc12 | i | i | -1.3
COc1cccc(OC)c1OCCCN1CCC(Cc2ccccc2)CC1 | i | i | -1.6
CC(C)c1nnc(SCC(=O)Nc2ccc3c(c2)OCCO3)n1C | i | i | -0.9
Cc1cccc(N2CCN(C3CCCCC3NS(=O)(=O)c3ccccc3)CC2C)c1 (stereo not given) | i | i | 2.6
C=CCn1c(SCCCCCC)nc(O)cc1=O | i | i | 0.0
COc1ccc(-c2nsc(SCC(=O)Nc3ccc4c(c3)OCO4)n2)cc1 | i | i | -1.9
COc1cccc(C2c3c(oc4ccccc4c3=O)C(=O)N2Cc2ccco2)c1 (stereo not given) | i | i | -0.1
Cc1ccc(C2CC(=O)NC(SCC(=O)OCc3ccccc3)=C2C#N)o1 (stereo not given) | i | i | -1.0
O=c1oc2cc(O)ccc2cc1-c1ccc(F)cc1 | i | i | 3.8

# 6 of the compounds above, with values under each structure.
# Value order – CHT PAM	CHT block	STK33 inh
COc1ccc(-c2nsc(SCC(=O)Nc3ccc4c(c3)OCO4)n2)cc1
→ i	i	-1.9
C=CCn1c(SCCCCCC)nc(O)cc1=O
→ i	i	0.0
COc1cccc(C2c3c(oc4ccccc4c3=O)C(=O)N2Cc2ccco2)c1 (stereo not given)
→ i	i	-0.1
CC(C)c1nnc(SCC(=O)Nc2ccc3c(c2)OCCO3)n1C
→ i	i	-0.9
COc1cccc(OC)c1OCCCN1CCC(Cc2ccccc2)CC1
→ i	i	-1.6
O=c1oc2cc(O)ccc2cc1-c1ccc(F)cc1
→ i	i	3.8

# Additional results
Structure | CHT PAM | CHT block | STK33 inh
CNC(=O)COc1ccc(S(=O)(=O)N2CCCC2)cc1 | i | i | -0.5
CCC(C)NC(=O)Cc1c(OC)ccc2cc(Br)ccc12 (stereo not given) | i | i | -1.2
O=C(Oc1ccc2c3c(c(=O)oc2c1)CCCC3)c1cccs1 | i | i | -1.9
COc1ccccc1-c1ccc(NC2CCCC2)nn1 | i | i | -1.2
Cn1c(SCC(=O)N2CCCC2=O)nnc1-c1ccccc1F | i | i | -1.3
COc1ccc(C(=O)Oc2ccc(C(=S)N3CCCC3)cc2)cc1OC | i | i | -3.8
Cn1cnnc1Sc1ccc(/C=C(\CCC(=O)O)c2nc3ccccc3s2)cc1[N+](=O)[O-] | i | i | 0.1
O=C(Nc1ccc(N2CCOCC2)c(Cl)c1)c1c(F)c(F)c(F)c(F)c1F | i | i | -1.5
CCOC(=O)c1cccc(NC(=S)NCc2ccc(C)cc2)c1 | i | i | 0.3
COc1ccccc1NC(=O)Nc1nc(CC(=O)NC2CCCC2)cs1 | i | i | 1.0

# More structures:
Structure | CHT PAM | CHT block | STK33 inh
O=C(O)CCNC(=O)COc1ccc2c3c(c(=O)oc2c1)CCCC3 | i | i | 0.9
NC(=O)CCc1c[nH]c2ccccc12 | i | i | -1.6
CC(C)C[C@H](NC(=O)[C@H](Cc1ccccc1)n1c(=O)[nH]c2ccccc2c1=O)C(=O)N1CCC[C@H]1C(=O)O | i | i | -1.4
Cc1ncc(/C=C2\C(=O)Nc3ccccc32)[nH]1 | i | i | 76*
Cc1ccccc1Cn1nnc(-c2ccc(F)cc2)n1 | i | i | -0.8
Cc1ccc(-c2cc(=O)[nH]c3ccccc23)cc1 | i | i | -1.1
Nc1[nH]ncc1N=Nc1ccc(Cl)cc1 | i | i | -0.3
COc1ccccc1C1CCN(Cc2ccc(Cl)cc2Cl)CC1 | i | i | -0.4
COc1ccc(NC(=O)CSc2nc3ccccc3c(=O)n2CCNC(C)=O)cc1 | i | i | -1.1
O=C(CCN1CCOCC1)Nc1ccccc1 | i | i | -0.9

# The results go on:
Structure | CHT PAM | CHT block | STK33 inh
CC(=O)c1cccn1S(=O)(=O)c1ccccc1 | i | i | -0.4
COc1ccc(S(=O)(=O)N2CCN(C(=O)c3oc4ccccc4c3C)CC2)cc1 | i | i | -1.4
Cc1ccc(-n2nnnc2SCC(=O)N2CCCCC2)cc1 | i | i | -2.5
Cc1cc(/C=N/n2cnnc2)c(C)n1-c1ccc2c(c1)OCO2 | i | i | -2.5
CCOC(=O)C1=C(C)N=C2SC(C(=O)OC)=CC(=O)N2C1c1cc(OC)c(OC)c(OC)c1 (stereo not given) | i | i | -0.8
COc1ccc(CCN2C(=O)CC(N3CCN(S(=O)(=O)c4ccccc4)CC3)C2=O)cc1 (stereo not given) | i | i | -1.0
Cc1ccc(-c2cc(C(F)F)n3ncc(C(=O)NCc4ccco4)c3n2)cc1 | i | i | -3.8
COc1ccccc1CNC(=O)C1CC2Cn3c(nc4cc5ccccc5cc43)C2N1C (stereo not given) | i | i | -1.3
CC(C)CNC(=O)C1CC(=O)OC12CCCCC2 (stereo not given) | i | i | -1.4
Nc1ccc(Sc2ccccc2Cl)nc1 | i | i | -2.9

# New compounds follow:
Structure | CHT PAM | CHT block | STK33 inh
CSc1nnc(-c2cccn(Cc3cccc(Cl)c3)c2=O)o1 | i | i | -2.0
CCn1c(CC(=O)Nc2cccc(Cl)c2Cl)nnc1SCCOc1ccc(OC)cc1 | i | i | 0.5
Cc1ccccc1CC(=O)c1ccc(O)c(C)c1O | i | i | 0.0
O=C(NCCCn1ccnc1)/C(=C\c1cccnc1)NC(=O)c1ccccc1F | i | i | -1.9
CC(C)n1c(NCc2ccc(N(C)C)cc2)nc2ccccc21 | i | i | 0.6
Cc1nc(SC(C(=O)c2ccccc2)c2ccccc2)nc2ccccc12 (stereo not given) | i | i | -2.0
COC(=O)c1cc(NS(=O)(=O)c2ccc(OC)c(OC)c2)ccc1Cl | i | i | -2.7
COc1ccc(CC(=O)N/N=C(\C)c2cccnc2)cc1 | i | i | -0.8
O=S(=O)(/C=C/c1ccccc1)N1CCN(c2ccc(F)cc2)CC1 | i | i | -1.6
O=S(=O)(NC1CCCCC1N1CCN(c2cccc(Cl)c2)CC1)c1ccccc1 (stereo not given) | i | i | -1.2

# Single entries from above.
# O=C(NCCCn1ccnc1)/C(=C\c1cccnc1)NC(=O)c1ccccc1F in STK33 inh = -1.9
# CCn1c(CC(=O)Nc2cccc(Cl)c2Cl)nnc1SCCOc1ccc(OC)cc1 in STK33 inh = 0.5
# COC(=O)c1cc(NS(=O)(=O)c2ccc(OC)c(OC)c2)ccc1Cl in STK33 inh = -2.7
# O=S(=O)(NC1CCCCC1N1CCN(c2cccc(Cl)c2)CC1)c1ccccc1 (stereo not given) in STK33 inh = -1.2
# Cc1ccccc1CC(=O)c1ccc(O)c(C)c1O in STK33 inh = 0.0

# Other compounds
Structure | CHT PAM | CHT block | STK33 inh
CC(C)CC(COCc1cccc(Cl)c1)N1CCN(C(=O)c2cccc(C(F)(F)F)c2)CCC1=O (stereo not given) | i | i | 0.7
O=C(CN1CCCCCC1)N1c2ccccc2Sc2ccccc21 | i | i | 0.1
COc1cccc(NC(=O)c2cc3ccccc3cc2OC)c1 | i | i | -2.7
COc1ccc(NC(=O)c2cc3c(COC(C)=O)cnc(C)c3oc2=Nc2cccc(C(=O)O)c2)c(OC)c1 | i | i | -0.4
O=C1C2ON(c3ccccc3)C(c3ccncc3)C2C(=O)N1c1ccc(Br)cc1 (stereo not given) | i | i | 1.0
COc1ccccc1N1CCN(c2ccc([N+](=O)[O-])cn2)CC1 | i | i | -0.8
O=S1(=O)CCN2C=C(Br)C=C(Br)C2=N1 | i | i | 0.3
CCCCOP(=O)(OCCCC)C(O)c1ccc(F)cc1 (stereo not given) | i | i | -0.3
CC1CCN(C(=O)CSc2nnc3c(n2)[nH]c2ccccc23)CC1 | i | i | -0.4
COCC1CCN(C(=O)C2CCC(=O)N(C3CCCC3)C2)CC1 (stereo not given) | i | i | -2.5

# Next section.
Structure | CHT PAM | CHT block | STK33 inh
COc1ccc(C(CNC(=O)c2oc3cc(C)c(Cl)cc3c2C)N2CCCCC2)cc1 (stereo not given) | i | i | 3.4
Cc1ccc(NC(/C=C/N(C)C)=C/C(=O)C(F)(F)F)c(C)c1 | i | i | -3.7
Cc1noc(NC(=O)c2ccccc2C(F)(F)F)c1C#N | i | i | -2.1
CCOc1ccc(C(c2c(C)[nH][nH]c2=O)c2c(C)[nH][nH]c2=O)cc1OCC | i | i | 0.3
O=C1N=C(N2CCOCC2)S/C1=C/c1ccc(-c2ccc(F)cc2)o1 | i | i | -0.2
